Screening results (PubChem)
Ecoli viability = reduces bacterial viability in AddAB counter-screen; E. coli V3065 growth, OD600 absorbance, 18 h; inhibition, % at 11.9 µM; 0.27% of 330,000 active; AID 449728;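 active means inhibition above the campaign's mean inhibition across all tested compounds plus 3 SD, cut at about 9.9% in these data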;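 further: uninfected addAB+ strain grown without phage in ampicillin broth; 0% = DMSO wells and 100% = ciprofloxacin 0.95 µg/ml wells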
PfHsp90 set2 = growth inhibition of yeast expressing Plasmodium Hsp90 | S. cerevisiae expressing PfHsp90, BacTiter-Glo ATP, 48 h; yeast lacking PDR1 and PDR3 efflux regulators | 0.32% of 310,000 active | inhibition, % at 9.4 µM;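 active means every replicate shows inhibition above about 80%, whatever the replicate mean, limit read from the data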;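 further: 0% = DMSO neutral controls and 100% = 20 µM radicicol positive controls; yeast relying on Plasmodium falciparum Hsp90 in place of its own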
AddAB inh = less growth of phage-infected E. coli with AddAB; E. coli expressing H. pylori AddAB, absorbance growth; inhibition, % at 11.9 µM; 0.29% of 330,000 active; in the data active means inhibition above about 12%;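 further: 0% = vehicle wells of infected cells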
HTR5A ag ctr = counter-screen for OPRM1-OPRD1 agonists: human HTR5A agonism; activation, % at 9.3 µM; 0.61% of 340,000 active; HTR5A agonist assay, luminescence, cell-based; AID 504692; P47898; in the data active means activation mostly above about 9.5%, no sharp cut-off; inactive means mostly below about 7.6%;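 further: 0% = cells with vehicle only and 100% = reference agonist; strong numbers were not always called active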
MOR-DOR ag = agonists of human mu-delta opioid receptor heterodimerization | P35372+P41143 | activation, % at 9.3 µM | 0.3% of 340,000 active | cells, OPRM1-OPRD1 heterodimerization, luminescence; in the data active means activation above about 18%;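 further: 0% = vehicle-treated cells and 100% = reference agonist; values of inactives mirror those of a sister screen read the other way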
MOR-DOR inv ag = mu-delta opioid heterodimer inverse agonism | P35372+P41143 | cell-based MOR-DOR heterodimer luminescence | inhibition, % at 9.3 µM | 0.21% of 340,000 active | AID 504357; in the data active means inhibition above about 22%, passing the limit was not always enough;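 further: 0% = cells with DMSO and 100% = wells without cells with DMSO; values of inactives mirror those of a sister screen read the other way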
HTR5A inv ag = inverse agonist of human HTR5A in OPRM1-OPRD1 counter-screen. inhibition, % at 9.3 µM. 0.083% of 340,000 active. HTR5A cell line, luminescence, inverse agonism. AID 504634; in the data active means inhibition mostly above about 23%, no sharp cut-off; inactive means mostly below about 18%;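 further: 0% = cells with DMSO and 100% = no-cell wells with DMSO; some compounds called inactive have numbers as strong as hits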
PKA-R1A activ = PKA-R1A complex activation. 0.083% of 340,000 active. P00514+P68181. AID 504707. activation, % at 11.4 µM. PKA-R1A dissociation, Cy5-IP20 fluorescence polarization; scaled: DMSO 0%, 113 µM cGMP 100%;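 active means percent activation above the mean of all tested compounds plus 3 SD, cut at about 19% in these data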;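 further: higher means more PKAc released from R1A so a rise in polarization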
phage Ecoli inh = E. coli growth loss with phage present | growth absorbance | inhibition, % at 11.9 µM | 0.26% of 360,000 active | AID 651602; in the data active means inhibition above about 11%
Mot1-301 SUMO = inhibitors of SUMOylation pathway: yeast Mot1-301 growth rescue; S. cerevisiae Mot1-301 growth rescue, ATP luminescence, 38.5C; percent above DMSO median, 100 means doubled; 1% of 320,000 active; growth rescue, % at 18.8 µM;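 active means every valid replicate shows activation above 250% relative to neutral control wells; inactive means the rest, any valid replicate at or below 250%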;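 further: OY570 slx delta 5 strain wells were the positive control but not used for scaling; some compounds called inactive have numbers as strong as hits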
Pemphigus Ab inh = inhibitors of pemphigus antibody binding to human desmoglein-3 | DSG3-coupled beads, scFv-anti-DSG3-GFP binding, flow cytometry; stronger effect = lower value | P32926 | binding (percent of control), % at 10 µM | 0.48% of 310,000 active;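 active means binding more than 3 SD below its plate's average and above zero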;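 further: hits lower antibody fragment binding to DSG3; some compounds called inactive have numbers as strong as hits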
Target sequence (P32926 whole entry, looked up, the tested form may be a part): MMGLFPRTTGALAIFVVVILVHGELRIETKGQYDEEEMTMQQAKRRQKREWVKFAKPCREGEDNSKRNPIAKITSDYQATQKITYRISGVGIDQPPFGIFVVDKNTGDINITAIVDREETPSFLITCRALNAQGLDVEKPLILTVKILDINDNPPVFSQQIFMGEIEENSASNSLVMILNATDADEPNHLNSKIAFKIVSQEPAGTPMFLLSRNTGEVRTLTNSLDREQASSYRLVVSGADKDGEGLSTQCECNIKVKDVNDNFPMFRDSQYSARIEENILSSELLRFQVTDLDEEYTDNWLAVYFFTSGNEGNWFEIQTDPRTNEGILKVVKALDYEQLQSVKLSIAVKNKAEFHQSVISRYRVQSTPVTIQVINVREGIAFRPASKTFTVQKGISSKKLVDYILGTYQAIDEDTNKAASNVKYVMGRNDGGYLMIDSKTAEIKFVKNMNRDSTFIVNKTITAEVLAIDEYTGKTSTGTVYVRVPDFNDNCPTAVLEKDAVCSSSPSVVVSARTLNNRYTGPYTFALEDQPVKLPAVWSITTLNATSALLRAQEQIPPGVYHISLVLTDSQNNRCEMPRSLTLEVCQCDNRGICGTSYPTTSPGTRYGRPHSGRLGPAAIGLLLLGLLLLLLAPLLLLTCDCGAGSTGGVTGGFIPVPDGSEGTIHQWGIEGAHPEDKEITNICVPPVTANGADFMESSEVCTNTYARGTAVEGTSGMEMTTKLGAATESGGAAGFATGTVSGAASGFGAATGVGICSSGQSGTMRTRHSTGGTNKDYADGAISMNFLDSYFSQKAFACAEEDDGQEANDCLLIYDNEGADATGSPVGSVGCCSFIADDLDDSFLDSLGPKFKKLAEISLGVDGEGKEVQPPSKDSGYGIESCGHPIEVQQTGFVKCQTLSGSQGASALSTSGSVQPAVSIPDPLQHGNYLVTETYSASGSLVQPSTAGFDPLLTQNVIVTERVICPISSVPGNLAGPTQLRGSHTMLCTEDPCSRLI
The depositor's hits bear a star; · = no result given.

SMILES	Ecoli viability	PfHsp90 set2	AddAB inh	HTR5A ag ctr	MOR-DOR ag	MOR-DOR inv ag	HTR5A inv ag	PKA-R1A activ	phage Ecoli inh	Mot1-301 SUMO	Pemphigus Ab inh
CC(C)C(=O)NCCc1nc2ccccc2n1CCCOc1ccc(Cl)cc1	-0.3	-6	-1.9	-4	0.2	-1	12	2	0.2	5	98
CCCN[C@@H]1C(=O)N2C(C(=O)OCCC)=C(C)CS[C@H]12	3.0	-22	-0.5	3	0.3	-2	10	13	-1.3	22	107
COc1cc(CN2CCCC(CO)(Cc3cccc(Cl)c3)C2)cc(OC)c1O (stereo unspecified)	0.1	20	0.7	5	0.5	-2	-15	1	-0.5	2	111
Cc1c(C(=O)O)c(-c2ccccc2)nn1-c1ccccc1	-0.2	-1	0.2	5	-3.3	14	0	-2	0.1	-6	93
O=C(OCC(=O)N1CCc2ccccc21)c1ccccc1F	2.1	-17	2.6	6	-1.8	10	-17	4	2.2	-4	98
COc1cc(/C=C2/SC(=S)N(c3c(C)n(C)n(-c4ccccc4)c3=O)C2=O)ccc1O	0.7	13	3.6	-12	-6.9	33	28*	-9	1.7	13	94
O=C(Nc1c[nH]c2c(Cl)cccc2c1=O)N1CCN(c2ccccn2)CC1	·	-24	·	1	-0.5	2	-4	0	4.0	-16	101
O=C(CNC(=O)c1[nH]cnc1C(=O)N[C@@H](Cc1ccccc1)C(=O)OCc1ccccc1)OCc1ccccc1	-2.6	11	1.9	1	1.4	-8	-2	-1	1.6	6	104
C(=N\NC1=NCCN1)/c1ccncc1	1.0	7	1.3	-5	-2.6	13	13	2	1.6	-3	113
O=C1C(=O)N(CCCO)C(c2ccccc2)/C1=C(\O)c1ccc(Br)cc1 (stereo unspecified)	1.5	20	1.0	4	-1.8	9	-12	-9	-1.5	4	109
CCOc1ccc2c(c1)C(c1cccs1)=NNC(c1cccnc1)=N2	-3.0	-45	-0.2	-2	0.5	-3	6	4	2.1	7	97
CCCC(=O)Nc1ccccc1-c1nnn(CC(=O)Nc2ccc(OC)cc2)n1	-3.0	-11	-1.4	-4	-2.1	11	12	-12	3.0	-6	102
CCCC(=O)N1CCN(c2ccc(NC(=O)C(C)(C)C)cc2Cl)CC1	-0.2	6	4.1	1	1.6	-7	-2	-3	-0.5	-12	99
COc1cccc(N2C(=O)C3CCCN3C2c2ccc(Cl)cc2)c1 (stereo unspecified)	2.2	7	2.9	4	-1.0	5	-11	-1	2.3	-6	114
CCn1c(C)nnc1SCC(=O)Nc1ccccc1OC	0.1	-2	2.3	-1	-1.1	6	2	-1	-0.6	-7	112
CCN1C[C@@H]2[C@@H]3C(=O)N(C)C(=O)[C@@H]3[C@](Cc3ccccc3)(C1=O)N2C(=O)c1ccc(Cl)cc1	·	12	·	1	0.1	-1	-2	-3	2.0	·	100
Cc1noc(C)c1CSCC(=O)Nc1ccc(Br)cc1Cl	0.1	·	-3.5	-2	1.3	-8	-4	0	4.0	210	107
COc1ccc(-n2nnnc2-c2cn(C)nc2C(F)(F)F)cc1	1.1	-3	1.6	-1	-2.0	9	11	3	1.7	-2	111
Cc1ccc(CS(=O)(=O)CCC(=O)NCCc2ccccc2)cc1	-2.0	53	-1.9	-2	-0.4	2	6	2	0.8	50	102
Cc1cc(C)cc(N(CCC#N)C(=O)COC(=O)CCc2c[nH]c3ccccc23)c1	-1.2	·	2.7	7	3.3	-14	-18	-8	2.7	-14	97
Cn1c2c(c(O)c(-c3ccccc3)c1=O)C(=O)CC(C)(C)C2	1.0	-3	0.8	2	-0.7	4	-4	-5	2.8	0	97
CCCCN(Cc1ccco1)C(=O)c1cc2c(=O)[nH]c3ccc(C)cc3c2s1	0.0	-26	-2.2	16*	20*	-108	-47	-3	3.6	-17	74
CC1=C(C(=O)N(C)C)C(c2cccc(Cl)c2)NC(=O)N1 (stereo unspecified)	-2.3	-31	-3.6	4	-1.5	9	-4	-1	2.1	2	105
CCc1cc(CC)c(/C=N/NC(N)=O)c(CC)c1/C=N/NC(N)=O	-0.6	26	-1.5	3	0.2	-1	-1	-2	4.2	5	94
O=C(NC1CCC(O)CC1)c1cc(-c2ccc(Cl)cc2)nc2ccccc12 (stereo unspecified)	1.4	5	1.2	0	-4.4	17	-1	-3	2.7	-2	·
CCOC(=O)c1c(N)n[nH]c1-c1ccc(OC)cc1	-1.7	-12	-0.7	0	-1.9	10	0	2	2.8	14	101
COc1ccc(C2C(C(=O)NCCN(C)C)c3cc(OC)c(OC)cc3C(=O)N2C)cc1OC (stereo unspecified)	-0.2	2	1.3	0	-2.9	16	11	3	3.5	1	111
COC(=O)C1=CN(C)C=C(C(=O)OC)C1c1ccc(Cl)cc1Cl	-3.9	19	-0.2	3	-2.0	12	8	-11	2.8	5	97
COc1ccc(N2C(=NC(=O)c3ccccc3)SC3CS(=O)(=O)CC32)cc1 (stereo unspecified)	2.5	2	3.4	5	0.8	-7	-14	1	-0.4	-16	107
COc1ccc(N2C(=O)CSC2c2cccc(OC)c2OC)cc1 (stereo unspecified)	-0.5	-4	4.0	0	-0.2	1	-9	3	3.4	-13	91
COc1cc(NC(=O)CSc2cc(C)c3cc(C)cc(C)c3n2)c(C(=O)O)cc1OC	-1.7	7	4.9	5	-2.7	14	-15	-7	0.6	9	99
c1ccc(-n2c(Sc3cnccn3)nnc2-c2cccs2)cc1	-0.3	·	1.3	0	2.6	-14	-48	2	2.0	·	85
CCc1ccccc1NC(=O)c1cc(-c2ccco2)on1	-2.3	0	3.5	0	1.8	-9	-24	-2	2.5	7	·
CCOC(=O)CSc1nnc(CSc2nc3ccccc3s2)n1C	-1.2	-12	1.9	4	-0.4	2	-16	-5	1.6	-18	77
Cc1ccc(/C=N\Nc2cn[nH]c(=O)c2Cl)cc1	-0.8	11	-0.6	4	-0.2	1	-12	-2	0.9	12	98
CC(=O)NNC(=S)NCCc1ccccc1	-0.2	5	1.4	1	-0.6	3	-1	13	-1.2	10	84
CC(/C=C/c1ccco1)=N/NC(=O)C1COc2ccccc2O1 (stereo unspecified)	1.0	-13	2.8	-4	-3.0	14	5	2	3.6	-15	·
CCN1CCN(c2ccc([N+](=O)[O-])cc2S(=O)(=O)N2CCOCC2)CC1	-0.5	-9	-1.1	-3	-1.5	7	-18	-5	3.7	0	104
O=C1CSc2ccc(C(=O)N3CCN(c4ccccn4)CC3)cc2N1	1.7	·	2.0	-2	-0.9	5	4	-7	1.7	-6	100
CCOc1ccc(-c2c(C(=O)N/N=C/c3ccsc3)nnn2-c2nonc2N)cc1	-1.0	-18	1.5	7	-2.9	15	-6	6	-0.8	-12	104
COC(=O)C1N[C@@H]([C@@H](NC(=O)COc2ccccc2)C(=O)NCc2ccccc2)SC1(C)C (stereo partly specified)	0.2	·	-1.8	1	-2.0	11	-25	-10	2.2	-5	113
CNC(=O)c1ccc(NC(=O)Cc2ccc(S(=O)(=O)N3CCOCC3)s2)cc1	-0.8	-4	-0.2	8	0.5	-3	-25	-10	1.9	179	99
CCCN1C2CCCC1CC(NC(=S)Nc1cccc(C)c1C)C2 (stereo unspecified)	1.6	1	1.4	7	-1.6	8	3	-17	3.4	-7	92
Cn1cc([N+](=O)[O-])c(C(=O)Nc2ccc(C3CCCCC3)cc2)n1	0.8	-29	1.6	2	-2.9	13	-6	-3	0.8	5	89
O=C(NC1CCCC1)C1CCC(=O)N1CCc1ccccc1 (stereo unspecified)	0.3	-5	1.7	5	0.4	-2	-15	5	2.0	-7	97
N#C/C(=C(/O)COC(=O)COc1cccc(Br)c1)c1nc2ccccc2[nH]1	0.7	-34	-0.8	7	26*	-143	-19	4	0.5	20	97
COC(=O)c1ccc(COc2ccc(C(=O)c3ccccc3)cc2)o1	0.2	-11	-2.8	1	1.6	-8	10	-1	1.2	9	105
C#CCOCCOCCOCCNc1nc(N2CCN(C(=O)[C@H]([C@@H](C)CC)n3cc([C@@H](N)CC(C)C)nn3)CC2)nc(N2CCN(C(=O)[C@H](CCCCN)n3cc([C@@H](N)CO)nn3)CC2)n1	-3.4	27	1.8	-2	-2.2	12	8	20*	·	-13	99
O=C(NNC(=O)c1cccnc1SCc1cccc([N+](=O)[O-])c1)c1ccc(F)cc1	-0.6	11	0.5	-3	-2.8	15	20	6	2.3	-10	119
COc1ccc(NC(=O)CSc2nc3c(c(=O)n2-c2ccc(F)cc2)SCC3)cc1	-0.3	16	1.7	2	0.0	0	-6	-10	3.3	-7	97
Cc1ccccc1N=Cc1cc2c(cc1[N+](=O)[O-])OCO2	2.3	-26	3.6	3	3.3	-21	-6	-13	2.1	16	98
Cc1cnc(-c2nnc(N(C)C(=O)c3cccnc3)s2)cn1	1.4	-3	2.2	-3	0.4	-2	17	-4	1.0	-3	102

Another view of some results above.
Every second line gives: Ecoli viability, PfHsp90 set2, AddAB inh, HTR5A ag ctr, MOR-DOR ag, MOR-DOR inv ag, HTR5A inv ag, PKA-R1A activ, phage Ecoli inh, Mot1-301 SUMO, Pemphigus Ab inh
> O=C(NNC(=O)c1cccnc1SCc1cccc([N+](=O)[O-])c1)c1ccc(F)cc1
    -0.6, 11, 0.5, -3, -2.8, 15, 20, 6, 2.3, -10, 119
> COc1ccc(NC(=O)CSc2nc3c(c(=O)n2-c2ccc(F)cc2)SCC3)cc1
    -0.3, 16, 1.7, 2, 0.0, 0, -6, -10, 3.3, -7, 97
